High-throughput results (PubChem BioAssay)
NFkB binder – binders of NF-kB p50 subunit, primary screen, biochemical, small molecule microarray, anti-His fluorescence. Nuclear factor NF-kappa-B p105 subunit (Homo sapiens), P19838. anti-His fluorescence binding. calls only. 17,000 compounds, 1.3% hits. AID 624139, 2012;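 active means spot fluorescence over background significantly raised, with a chance value under 7% in all four replicate spots of the compound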;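 further: probe protein is his-tagged human p50 processed subunit at 1 µg/ml; raw spot fluorescence signals with no normalization applied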
Target sequence (P19838 1-433 limits assumed): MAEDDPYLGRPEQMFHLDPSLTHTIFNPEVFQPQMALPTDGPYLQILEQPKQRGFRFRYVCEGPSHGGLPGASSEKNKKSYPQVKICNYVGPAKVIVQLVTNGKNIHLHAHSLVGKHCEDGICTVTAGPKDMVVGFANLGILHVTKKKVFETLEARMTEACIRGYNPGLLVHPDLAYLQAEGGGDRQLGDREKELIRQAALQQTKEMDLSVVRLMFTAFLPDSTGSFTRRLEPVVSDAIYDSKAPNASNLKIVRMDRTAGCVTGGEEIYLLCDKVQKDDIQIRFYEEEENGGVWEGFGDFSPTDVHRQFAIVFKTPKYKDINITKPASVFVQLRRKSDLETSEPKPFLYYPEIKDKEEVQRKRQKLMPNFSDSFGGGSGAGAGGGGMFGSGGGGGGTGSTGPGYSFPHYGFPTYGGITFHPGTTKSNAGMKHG
Calls only; i = inactive; + = active, no number.

| Compound | NFkB binder |
| --- | --- |
| COc1ccc(C2Oc3c(OC)cc(/C=C/COC4OC(CO)C(O)C(O)C4O)cc3C2CO)cc1OC (centres undefined) | i |
| COc1ccc([Si](C)(C)[C@H]2[C@H](CCO)O[C@@]3(C(=O)N4c5c(cc(OC)cc53)C(C)=CC4(C)C)[C@@H]2C)cc1 | i |
| C[C@H](CO)N1C[C@H](C)[C@H](CN(C)Cc2ccccc2)OCCCC[C@H](C)Oc2ccc(NS(C)(=O)=O)cc2C1=O | i |
| Cc1ccc(F)cc1S(=O)(=O)N[C@@H]1CCN(Cc2cccc3[nH]ccc23)C1 | i |
| COc1ccc(CN(C)C[C@@H]2Oc3c(NS(C)(=O)=O)cccc3C(=O)N([C@H](C)CO)C[C@H]2C)cc1 | i |
| C[C@@H]1CN([C@H](C)CO)C(=O)c2cc(NC(=O)Cn3cnnn3)ccc2O[C@@H]1CN(C)CC1CC1 | i |
| C=CC[C@@]1(C(=O)N2CCCCC2)N=C(c2ccc(OCCCO)cc2)O[C@@H]1c1ccccc1 | i |
| COc1ccc(S(=O)(=O)N(C)C[C@H]2Oc3c(NS(C)(=O)=O)cccc3C(=O)N([C@@H](C)CO)C[C@@H]2C)cc1 | i |
| C[C@H]1CCCCO[C@H](CN(C)Cc2ccc3c(c2)OCO3)[C@@H](C)CN([C@@H](C)CO)C(=O)c2cc(NC(=O)CCCN(C)C)ccc2O1 | i |
| CC(=O)Cc1ccccc1OCC(=O)O | + |
| C[C@@H]1CN([C@H](C)CO)C(=O)c2cccc(NS(C)(=O)=O)c2O[C@H]1CN(C)S(=O)(=O)c1ccc(Cl)cc1 | i |
| C[C@H]1CN([C@@H](C)CO)C(=O)c2cccc(N(C)C)c2O[C@@H]1CN(C)S(=O)(=O)c1ccc(Cl)cc1 | i |
| C[C@@H]1CN([C@@H](C)CO)C(=O)CCCn2cc(nn2)CO[C@@H]1CN(C)C(=O)OCc1ccccc1 | i |
| C[C@@H]1O[C@@H](O[C@H]2[C@@H]3C=CO[C@@H](O[C@@H]4O[C@H](CO)[C@@H](O)[C@H](O)[C@H]4O)[C@@H]3[C@@]3(CO)O[C@@H]23)[C@H](O)[C@H](OC(=O)/C=C/c2ccc(O)cc2)[C@H]1O | i |
| CC(C)(Oc1ccc(C2CC2(Cl)Cl)cc1)C(=O)O (centres undefined) | i |
| C[C@@H]1O[C@@H](O[C@@H]2[C@@H](O)[C@H](OCCc3ccc(O)c(O)c3)O[C@H](CO[C@@H]3OC[C@](O)(CO)[C@H]3O)[C@H]2OC(=O)/C=C/c2ccc(O)c(O)c2)[C@H](O[C@@H]2OC[C@H](O)[C@H](O)[C@H]2O)[C@H](O)[C@H]1O | i |
| C[C@@H]1CN([C@@H](C)CO)C(=O)c2cc(NC(=O)NC3CCCCC3)ccc2O[C@@H]1CN(C)Cc1ccc(C(=O)O)cc1 | i |
| CCO[C@H]1OC(C(=O)NCc2ccccc2)=C[C@@H](c2ccccc2)[C@@H]1CCCO | i |
| COc1ccc(S(=O)(=O)Nc2ccc3c(c2)CC(=O)N([C@H](C)CO)C[C@H](C)[C@@H](CN(C)Cc2ccc4c(c2)OCO4)O3)cc1 | i |
| CNC[C@@H]1Oc2ccc(NC(=O)CCN3CCOCC3)cc2CC(=O)N([C@H](C)CO)C[C@H]1C | i |
| COc1ccc(S(=O)(=O)N(C)C[C@H]2Oc3ccc(NC(=O)Cn4cnnn4)cc3C(=O)N([C@H](C)CO)C[C@@H]2C)cc1 | i |
| C[C@@H]1CN([C@H](C)CO)C(=O)c2cccc(NC(=O)c3ccncc3)c2O[C@@H]1CN(C)C(=O)NC1CCCCC1 | i |
| N#CCc1ccc(NC(=O)COc2ccc([N+](=O)[O-])cc2)cc1 | i |
| CCCNC(=O)[C@@]1(C)c2ccccc2C(=O)N(Cc2ccc(OC(F)(F)F)cc2)[C@H]1c1ccc(CO)cc1 | i |
| Cc1ccc(NC(=O)CCCC(=O)Nc2ccc(C)c(C)c2)cc1C | i |
| Cc1ccc(C)c(OC(=O)CS(=O)c2ccccc2[N+](=O)[O-])c1 (centres undefined) | i |
| C[C@@H]1CN([C@@H](C)CO)C(=O)c2cc(NC(=O)Cc3ccccc3)ccc2O[C@H]1CN(C)C(=O)NC1CCCCC1 | i |
| CN(C)CCCNc1ncnc(N)c1[N+](=O)[O-] | i |
| COC(=O)Nc1nnc(CC(=O)Nc2ccccc2C)s1 | i |
| C[C@@H]1CN([C@@H](C)CO)C(=O)c2cccc(NC(=O)C3CCCCC3)c2O[C@H]1CN(C)C(=O)Nc1ccc2c(c1)OCO2 | i |

Shown as labelled records: entries from further up
mol: C[C@@H]1CN([C@@H](C)CO)C(=O)CCCn2cc(nn2)CO[C@@H]1CN(C)C(=O)OCc1ccccc1
- NFkB binder: i
mol: C[C@@H]1O[C@@H](O[C@H]2[C@@H]3C=CO[C@@H](O[C@@H]4O[C@H](CO)[C@@H](O)[C@H](O)[C@H]4O)[C@@H]3[C@@]3(CO)O[C@@H]23)[C@H](O)[C@H](OC(=O)/C=C/c2ccc(O)cc2)[C@H]1O
- NFkB binder: i
mol: CC(C)(Oc1ccc(C2CC2(Cl)Cl)cc1)C(=O)O (centres undefined)
- NFkB binder: i

(list continues)
| Compound | NFkB binder |
| --- | --- |
| COc1ccccc1CN1CCN(Cc2cccnc2)CC1 | i |
| C[C@@H]1CCCCO[C@H](CN(C)C(=O)CCC(F)(F)F)[C@@H](C)CN([C@H](C)CO)C(=O)c2cc(NS(=O)(=O)c3cccs3)ccc2O1 | i |
| C=CCOC(=O)[C@]12O[C@@]3(COC[C@H](c4ccccc4)N3C1=O)[C@H]1C(=O)N(c3ccccc3)C(=O)[C@H]12 | i |
| C[C@H](CO)N1C[C@H](C)[C@H](CN(C)C(=O)NC2CCCCC2)Oc2ccc(NS(=O)(=O)c3cn(C)cn3)cc2C1=O | i |
| Cc1noc(C)c1NC(=O)N(C)C[C@@H]1Oc2ccc(NC(=O)CCN3CCOCC3)cc2CC(=O)N([C@H](C)CO)C[C@H]1C | i |
| C[C@@H]1CCCCO[C@@H](CN(C)C(=O)Cc2ccccc2)[C@@H](C)CN([C@@H](C)CO)C(=O)c2cc(N(C)C)ccc2O1 | i |
| Cc1noc(C)c1S(=O)(=O)Nc1cccc2c1O[C@H](CN(C)Cc1ccc3c(c1)OCO3)[C@H](C)CN([C@@H](C)CO)C2=O | i |
| C[C@@H]1CN([C@@H](C)CO)C(=O)c2cccc(NC(=O)c3ccc(-c4nccs4)cc3)c2O[C@H]1CN(C)C(=O)NC1CCCCC1 | i |
| C[C@@H]1CCCCO[C@H](CN(C)S(=O)(=O)c2cccs2)[C@H](C)CN([C@H](C)CO)C(=O)c2cc(NC(=O)Nc3ccccc3)ccc2O1 | i |
| O=C1NC(=O)C(c2c[nH]c3ccccc23)=C1c1c[nH]c2ccccc12 | i |
| CNC[C@H]1Oc2c(NC(=O)Nc3c(C)noc3C)cccc2C(=O)N([C@@H](C)CO)C[C@@H]1C | i |
| C/C=C(\C)C(=O)O[C@@H]1C(C)=C2[C@H]3OC(=O)[C@](C)(O)[C@]3(O)[C@H](OC(=O)C(C)CC)C[C@@](C)(OC(C)=O)[C@@H]2[C@H]1OC(=O)CCCCCCC (some centres undefined) | i |
| CNC[C@H]1Oc2ccc(NS(=O)(=O)c3cn(C)cn3)cc2CC(=O)N([C@@H](C)CO)C[C@@H]1C | i |
| Cc1noc(C)c1S(=O)(=O)N(C)C[C@@H]1Oc2ccc(NC(=O)Nc3ccccc3)cc2CC(=O)N([C@@H](C)CO)C[C@H]1C | i |
| COc1ccc(S(=O)(=O)Nc2ccc3c(c2)C(=O)N([C@@H](C)CO)C[C@H](C)[C@H](CN(C)C(=O)CCCN(C)C)OCCCC[C@H](C)O3)cc1 | i |
| O=C1NC(c2cccc([N+](=O)[O-])c2)=CCN1c1ccccc1O | i |
| Cn1ccc2cc(NC(=O)Nc3cccnc3)ccc21 | i |
| C[C@H](CO)N1C[C@H](C)[C@H](CN(C)C(=O)Nc2ccccc2)Oc2ccc(NC(=O)Nc3ccccc3)cc2CC1=O | i |
| C(=C\c1ccccc1)/CN1CCN(C(c2ccccc2)c2ccccc2)CC1 | i |
| C[C@@H]1CN([C@H](C)CO)C(=O)c2cccc(NC(=O)c3nc4ccccc4s3)c2O[C@H]1CN(C)Cc1ccncc1 | i |
| C#CCNC(=O)C1=C[C@H](c2ccc(C(F)(F)F)cc2)[C@@H](CCCO)[C@H](OCC)O1 | i |
| CC1=C(C(=O)Nc2ccccc2)C(c2ccccn2)n2ncnc2N1 (centres undefined) | i |
| CC(C)NC(=O)N(C)C[C@@H]1Oc2ccc(NC(=O)CCC(F)(F)F)cc2C(=O)N([C@@H](C)CO)C[C@@H]1C | i |
| O=S(=O)(NC1CCCCC1Sc1nnc(Nc2ccccc2)s1)c1ccccc1 (centres undefined) | i |
| CCO[C@@H]1OC(C(=O)N2CCCC2)=C[C@H](C2CCCCC2)[C@H]1CCCO | i |
| C[C@H]1CN([C@@H](C)CO)C(=O)CCCn2cc(nn2)CO[C@@H]1CN(C)Cc1ccc(Cl)c(Cl)c1 | i |
| CC(=O)c1ccc(NC(=O)C(C)N2C(=O)C3C4C=CC(C5CC45)C3C2=O)cc1 (centres undefined) | i |
| C[C@@H]1CN([C@@H](C)CO)C(=O)CCCn2cc(nn2)CO[C@@H]1CN(C)C(=O)Nc1cccc(Oc2ccccn2)c1 | i |
| COc1ccc(CN(C)C[C@@H]2Oc3c(NS(=O)(=O)c4ccc(OC)cc4)cccc3C(=O)N([C@@H](C)CO)C[C@@H]2C)cc1 | i |
| Cc1ccnc(SCC(=O)Nc2ccccc2C)n1 | i |
| C[C@H]1CCCCO[C@H](CN(C)C(=O)Nc2ccc(C(F)(F)F)cc2)[C@@H](C)CN([C@@H](C)CO)C(=O)c2cc(NC(=O)Cc3ccccc3)ccc2O1 | i |
| COCCCNCCn1cnc2c(N)ncnc21 | i |
| O=c1cc(Oc2ccc(O)cc2)oc2cc(O[C@@H]3O[C@H](CO[C@@H]4O[C@H](CO)[C@@H](O)[C@H](O)[C@H]4O)[C@@H](O)[C@H](O)[C@H]3O)cc(O)c12 | i |
| COc1ccc(S(=O)(=O)N(C)C[C@H]2Oc3c(NS(=O)(=O)c4ccccc4)cccc3C(=O)N([C@H](C)CO)C[C@@H]2C)cc1 | i |
| CC(C)NC(=O)Nc1cccc2c1O[C@@H](CN(C)Cc1ccc(Oc3ccccc3)cc1)[C@@H](C)CN([C@@H](C)CO)C2=O | i |
| C[C@H](CO)N1C[C@H](C)[C@H](CN(C)Cc2ccccc2)OCCCC[C@H](C)Oc2ccc(NS(=O)(=O)c3ccccc3)cc2C1=O | i |
| O=C(/C=C/c1ccc(O)cc1)O[C@@H]1CC(O)(C(=O)O)C[C@@H](OC(=O)/C=C/c2ccc(O)cc2)C1O (some centres undefined) | i |
| C[C@H](CO)N1C[C@H](C)[C@@H](CN(C)C)OCCCC[C@H](C)Oc2ccc(NC(=O)Cc3ccccc3)cc2C1=O | i |
| Cc1ccc(S(=O)(=O)Nc2cccc3c2O[C@@H](CN(C)Cc2ccccc2)[C@H](C)CN([C@@H](C)CO)C3=O)cc1 | i |
| CCCC1(O)Cc2c(C(C)=O)cc3cccc(O)c3c2O1 (centres undefined) | i |
| C[C@@H]1CCCCO[C@@H](CN(C)C(=O)Nc2ccc(C(F)(F)F)cc2)[C@@H](C)CN([C@H](C)CO)C(=O)c2cc(NS(C)(=O)=O)ccc2O1 | i |
| COc1c(C)cc(Br)cc1C(=O)NC(=S)Nc1sc2c(c1C(N)=O)CCCCC2 | i |
| CC(O)c1cncc2c(=O)n3c(cc12)-c1[nH]c2ccccc2c1CC3 (centres undefined) | i |
| CNC[C@H]1Oc2ccc(NC(=O)Cn3cnnn3)cc2C(=O)N([C@@H](C)CO)C[C@@H]1C | i |
| C[C@@H]1CN([C@H](C)CO)C(=O)c2cccc(NS(=O)(=O)c3cn(C)cn3)c2O[C@@H]1CN(C)Cc1ccc(Cl)c(Cl)c1 | i |
| Cc1noc(C)c1NC(=O)Nc1ccc2c(c1)C(=O)N([C@H](C)CO)C[C@H](C)[C@@H](CN(C)Cc1ccccc1)O2 | i |
| C[C@@H]1CN([C@@H](C)CO)C(=O)Cc2cc(NS(=O)(=O)c3ccc(Cl)cc3)ccc2O[C@@H]1CN(C)C | i |
| Cc1cc(C(C)(C)C)c(O)c(C(C)(C)C)c1 | i |
| COc1ccc(CN(C)C[C@H]2OCCCC[C@H](C)Oc3ccc(NC(=O)Nc4ccc5c(c4)OCO5)cc3C(=O)N([C@@H](C)CO)C[C@H]2C)cc1 | i |
| CC(=O)c1c(C)oc2ccc(N(C(C)=O)S(=O)(=O)c3cccc4cccnc34)cc12 | i |
| CC(C)NC(=O)N(C)C[C@@H]1Oc2ccc(NC(=O)CCCN(C)C)cc2C(=O)N([C@@H](C)CO)C[C@H]1C | i |
| C[C@H](CO)N1C[C@H](C)[C@@H](CN(C)C)Oc2c(NC(=O)c3ccncc3)cccc2C1=O | i |
| C[C@@H]1CN([C@@H](C)CO)C(=O)c2cccc(NS(=O)(=O)c3cccs3)c2O[C@H]1CN(C)Cc1ccc(-c2ccccc2)cc1 | i |
| C[C@H]1CN([C@@H](C)CO)C(=O)c2cc(N(C)C)ccc2O[C@H]1CN(C)C | i |
| Cc1noc(C)c1NC(=O)N(C)C[C@H]1Oc2c(NS(=O)(=O)c3cn(C)cn3)cccc2C(=O)N([C@@H](C)CO)C[C@@H]1C | i |
| C[C@H](CO)N1C[C@H](C)[C@@H](CN(C)S(=O)(=O)c2cn(C)cn2)Oc2ccc(NC(=O)Cc3ccccc3)cc2CC1=O | i |
| O=C(NCCn1cc(Cl)cn1)Nc1cccc(Cl)c1Cl | i |
| COc1ccc(S(=O)(=O)Nc2cccc3c2O[C@H](CN(C)C)[C@H](C)CN([C@H](C)CO)C3=O)cc1 | i |
| CC(C)NS(=O)(=O)c1ccc(OCC(N)=O)cc1 | i |

These rows are one share of the data; the hit share may differ from the screen's.
